Screening data as filed in PubChem.
BRCA1 expr up = qHTS Assay to Identify Small Molecule Activators of BRCA1 Expression; actives 1.1% (n = 380,000); MCF7-BRCA1-FFLuc reporter, luminescence, 48 h; response scale: scaled: vehicle 0%, 10 µM genistein 100%; Potency, µM (series often up to 46.1 µM), for inactives: at the highest dose activation, actives largely listed as activators; note: nearly all actives have a fitted effect of over 80% in size; some results filed as inactive show a strong effect at the top dose
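MCF7-BRCA1-FFLuc cells, 2000/well in phenol-red-free MEM, attached 2 h then treated 48 h at 37 C. Luciferase luminescence read 15 min after reagent; normalized to genistein maximum activation (10microM) and DMSO, concentration-response fitted.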
ELG1 genotoxic = qHTS screen for small molecules that induce genotoxicity in human embryonic kidney (HEK293T) cells expressing luciferase-tagged ELG1; HEK293T ELG1-luciferase reporter, luminescence, 16 h; AID 504466, 2011; actives 1.3% (n = 330,000); Potency, µM (top dose mostly 46 µM), without a hit: at the highest dose activity change, positive = activation, usual class: activators; note: % of control where 0% means no effect; nearly all actives have a fitted effect of over 60% in size
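16 hr compound incubation (37 °C, 5% CO2) of HEK293T cells carrying luciferase-tagged ELG1; luciferase then measured by ONE-Glo luminescence after 30 min at RT.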
MBNL1-CUG inh = qHTS Assay for Inhibitors of MBNL1-poly(CUG) RNA binding; Muscleblind-like protein 1 (Homo sapiens), Q9NR56; TR-FRET MBNL1-His/biotin-(CUG)12 binding, 665/545 ratio; Potency, µM (highest dose often 57.5 µM), for inactives: at the highest dose activity change, negative = inhibition, actives largely listed as inhibitors; actives 0.036% (n = 280,000); AID 2675, 2010; active = well fitted inhibition curve with a large enough effect in the signal ratio, with a control signal flat, not every such curve was filed as active; inconclusive = small, poorly fitted or top-dose-only effect, or effect the other way, or a change in a side signal; inactive = no such curve, though single readings can be large or run the other way; the % refers to the signal ratio; note: % is set by controls: 0 for no effect and ±100 for the full control effect
Target sequence (Q9NR56 whole entry, looked up): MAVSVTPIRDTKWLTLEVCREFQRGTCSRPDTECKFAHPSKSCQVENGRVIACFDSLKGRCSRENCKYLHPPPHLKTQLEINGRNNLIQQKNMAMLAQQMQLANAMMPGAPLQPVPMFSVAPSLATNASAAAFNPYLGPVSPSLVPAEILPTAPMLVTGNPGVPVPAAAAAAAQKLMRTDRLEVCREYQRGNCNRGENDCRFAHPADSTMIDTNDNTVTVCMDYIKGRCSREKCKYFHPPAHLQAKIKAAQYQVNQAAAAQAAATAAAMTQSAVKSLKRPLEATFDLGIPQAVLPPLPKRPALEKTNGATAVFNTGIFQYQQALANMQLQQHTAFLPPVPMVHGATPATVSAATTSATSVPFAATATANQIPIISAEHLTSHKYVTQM
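Inhibition of protein-RNA binding appears as loss of TR-FRET between terbium anti-His antibody on MBNL1-His and streptavidin-XL665 on biotin-(CUG)12. Activity is normalized to buffer-only and uninhibited-complex controls.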
FLuc counter = qHTS profiling assay for firefly luciferase inhibitor/activator using purifed enzyme and Km concentrations of substrates (counterscreen for miR-21 project); Luciferin 4-monooxygenase (Photinus pyralis), P08659; purified FLuc, Km substrates, luminescence inhibition; Potency, µM (series often up to 57.5 µM), without a hit: at the top dose activity change, negative = inhibition, usual class: inhibitors; actives 6.9% (n = 360,000); AID 588342, 2011;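 note: plate controls were vehicle for no effect and reference inhibitor for full effect; nearly all actives have a fitted effect of over 55% in size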
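Biochemical qHTS of compounds, final roughly 60 µM downward over six points, against 10 nM purified firefly luciferase using Km concentrations of substrates (10 uM D-luciferin, 10 uM ATP) in Tris acetate pH 7.5 buffer; luminescence output.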
CXXC DNA block = qHTS Fluorescence Polarization Assay for Inhibitors of MLL CXXC domain - DNA interaction | Histone-lysine N-methyltransferase 2A (Homo sapiens), Q03164 | MLL-CXXC / FITC-HOXA9 DNA fluorescence polarization | Potency, µM (titrated, usually from 115 µM), for the others: at the highest dose activity change, negative = inhibition, hits mostly inhibitors | actives 0.037% (n = 290,000) | AID 2662, 2010; active = well fitted inhibition curve with a large enough effect in the polarisation, with a control signal flat, not every such curve was filed as active; inconclusive = small, poorly fitted or top-dose-only effect, or effect the other way, or a change in a side signal; inactive = no such curve, though single readings can be large or run the other way; the % refers to the polarisation
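Fluorescence polarization: 7 uM MLL-CXXC (stock) preincubated 5 min with compounds, then 50 nM fluorescein-HOX-A9 DNA (stock) added; 30 min ambient. Buffer 50 mM Tris-HCl pH 7.5, 50 mM NaCl, 1 mM DTT, 0.05% BSA.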
uPA generation = qHTS for Inhibitors of Cell Surface uPA Generation | cell surface uPA generation assay, qHTS | Potency, µM (top dose mostly 38.3 µM), without a hit: at the highest dose activity change, negative = inhibition, most hits filed as inhibitors | actives 0.31% (n = 330,000); active = well fitted inhibition curve with a large enough effect; inconclusive = small, poorly fitted or top-dose-only effect; inactive = no such curve, though single readings can be large or run the other way; tested in mouse RAW 264.7 cells; note: % is set by controls: 0 for no effect and ±100 for the full control effect; nearly all actives have a fitted effect of over 55% in size
Gal4-VP16 FLuc = VP16 counterscreen qHTS for inhibitors of ROR gamma transcriptional activity. Drosophila S2 Gal4-VP16 UAS-luciferase, luminescence, 20 h. Potency, µM (top dose mostly 53.6 µM), for inactives: top-dose activity, negative = inhibition, actives largely listed as inhibitors. actives 3.5% (n = 310,000). AID 2546, 2010;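 note: Gal4-VP16 expression switched on by copper sulfate through the metallothionein promoter; % is set by controls: 0 for no effect and ±100 for the full control effect; nearly all actives have a fitted effect of over 50% in size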
p53 reactivator = qHTS assay for re-activators of p53 using a Luc reporter | H1299 p53-A138V BP100-luciferase reporter, luminescence, 24 h | Potency, µM (titrated, usually from 92.2 µM), without a hit: at the highest dose activity change, positive = activation, actives largely listed as activators | AID 504706, 2011 | actives 0.063% (n = 320,000); note: % of control where 0% means no effect; nearly all actives have a fitted effect of over 45% in size
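p53-null H1299 cells stably carrying temperature-sensitive p53-A138V and a BP100-luciferase reporter were pinned with compounds (4-point, 1:5 series) and held 24 hrs at 37 deg C. Luminescence was read 10 min after detection reagent.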
Rab9 prom act = qHTS Assay for Rab9 Promoter Activators | Huh7 Rab9 promoter-luciferase reporter, luminescence, 24 h | Potency, µM (highest dose often 9.22 µM), for the others: at the top dose activation, negative = inhibition, most hits filed as activators | actives 2.8% (n = 320,000); note: % of control where 0% means no effect; nearly all actives have a fitted effect of over 60% in size
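Steps: seed 1500 Huh7 Rab9-luc cells per well, rest 2 h at 37 °C; add compound in DMSO; incubate 24 h; add luciferase reagent, 10 min ambient; read luminescence.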
RORg inh = qHTS for inhibitors of ROR gamma transcriptional activity | Drosophila S2 Gal4-RORgamma UAS-luciferase reporter, 20 h | Nuclear receptor ROR-gamma (Mus musculus), P51450 | Potency, µM (highest dose often 53.6 µM), without a hit: top-dose activity change, negative = inhibition, most hits filed as inhibitors | actives 5.4% (n = 310,000); note: % is set by controls: 0 for no effect and ±100 for the full control effect; nearly all actives have a fitted effect of over 60% in size
Target sequence (P51450 whole entry, looked up, the tested form may be a part): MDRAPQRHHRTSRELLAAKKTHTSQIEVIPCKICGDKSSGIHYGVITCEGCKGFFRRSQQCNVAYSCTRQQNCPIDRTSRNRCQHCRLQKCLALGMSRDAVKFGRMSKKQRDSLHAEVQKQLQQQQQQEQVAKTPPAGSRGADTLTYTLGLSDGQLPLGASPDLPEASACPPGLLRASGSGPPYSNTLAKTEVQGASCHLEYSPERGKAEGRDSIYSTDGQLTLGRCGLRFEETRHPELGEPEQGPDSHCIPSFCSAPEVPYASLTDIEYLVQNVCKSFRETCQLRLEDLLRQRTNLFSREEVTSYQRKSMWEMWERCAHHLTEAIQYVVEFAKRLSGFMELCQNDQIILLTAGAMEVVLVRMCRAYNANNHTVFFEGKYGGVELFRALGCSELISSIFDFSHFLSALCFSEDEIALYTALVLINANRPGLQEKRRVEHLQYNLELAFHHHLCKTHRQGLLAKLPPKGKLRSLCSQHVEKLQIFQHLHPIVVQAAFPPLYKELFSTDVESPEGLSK
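Schneider cells (Drosophila), stable Gal4 DBD–ROR gamma + UAS-luc; 1 hr cmpd preincubation; Cu2+ induction 700 uM final; 20 hr ambient; luminescence.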
NPC1 promoter act = qHTS Assay for NPC1 Promoter Activators. Huh7 NPC1 promoter luciferase reporter, 24 h. Potency, µM (top dose mostly 9.22 µM), without a hit: at the highest dose activation, hits mostly activators. actives 2.4% (n = 320,000);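 note: % of control where 0% means no effect; nearly all actives have a fitted effect of over 60% in size; reporter is driven by a mutant NPC1 promoter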
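NPC1 promoter–luciferase Huh7 cells; 24 h compound; luminescence.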
Numbers without * were called inactive; ? = inconclusive; . = not tested or not shown; & = joins results of further samples; [ ] = dose if it differs, or a comment. Unless noted, calls come from the whole dose curve; as a rule, active = well fitted curve in the direction sought with a large enough effect; inconclusive = small, poorly fitted or top-dose-only effect, or another doubt; inactive = no such curve, though single readings can be large; an effect the other way counts as inactive or inconclusive. Potency is the fitted concentration of half-maximal effect.

cpd	SMILES	BRCA1 expr up	ELG1 genotoxic	MBNL1-CUG inh	FLuc counter	CXXC DNA block	uPA generation	Gal4-VP16 FLuc	p53 reactivator	Rab9 prom act	RORg inh	NPC1 promoter act
1	C[N+](C)(C)CCCCCCCCCC[N+](C)(C)C	-2%	-2%	-20%	8%	9%&1%&-1%	-12%	-7%	6%	1%[46.1 µM]	1%	4%[46.1 µM]
2	COCCNS(=O)(=O)c1ccc2c(c1)Cc1cc(S(=O)(=O)NCCOC)ccc1-2	-3%	-4%	1%	1%	3%	1%	.	.	3%	.	1%
3	Cc1ccc(NC(=O)CSc2nc(=O)n(CCCN3CCOCC3)c3c2CCCC3)cc1	-28%	-1%	.	3%	.	-20%	.	-3%	-7%	.	1%
4	CCOc1ccc2nc(N(CCN(CC)CC)C(=O)c3cccc([N+](=O)[O-])c3)sc2c1	-5%	1%	7%	2%	6%	0%	9%	9%	-6%	-1%	0%
5	COc1ccc(C(=O)N2CCNC(=O)C2)cc1S(=O)(=O)Nc1ccc(Br)cc1	8%	1%	.	-1%	.	3%	.	5%	-1%	.	-5%
6	COc1cccc(S(=O)(=O)Nc2cccc(C(=O)N3CCOCC3)c2)c1	-18%	4%	-1%	-2%	-3%	-1%	-7%	4%	-4%	-6%	-1%
7	CN1CCN(c2ccc(CNC(=O)c3cc4ccccc4o3)cc2)CC1	14%	0%	-3%	?	-8%	0%	-4%	10%	4%	4%	-3%
8	Cc1ccc(N2C(=O)N3[C@H](c4ccc(F)cc4)[C@@H]4C(=O)N(C5CCCCC5)C(=O)[C@@H]4[C@]3(C)C2=O)cc1	0%	-6%	6%	-1%	1%	5%	-6%	7%	-4%	39%	-2%
9	OCCN1CCN(CC/C=C2/c3ccccc3Sc3ccc(Cl)cc32)CC1	-38%	?	.	1%	.	-17%	.	-7%	-2%	.	-7%
10	CCCCn1c(SCC(=O)Nc2nc(C)cs2)nnc1-c1cccnc1	11%	-3%	3%	2%[2.3 µM]	5%	.	-12%	-2%	2%	18%	-3%
11	O=C(CCS(=O)(=O)Cc1ccccc1)N1CCc2ccccc2C1	5%	-3%	-3%	3%	2%	.	16%	2%	0%	22%	1%
12	O=C(CSc1nc2ccccc2[nH]1)NC1CCS(=O)(=O)C1 (stereo not drawn)	7%	-6%	9%	7%	3%	2%	7%	-4%	-2%	1%	1%
13	CCCCCN(C(=O)CCC(=O)OCc1cccc(Cl)c1)c1c(N)n(CCCC)c(=O)[nH]c1=O	-36%	0%	.	14%	.	-8%	.	-2%	0%	.	-3%
14	COC(=O)c1ccc(/C=N/Nc2nc(-c3ccccc3)cs2)cc1	109%	6%	-3%	-2%	-3%	10%	-11%	11%	20%	-22%	12%
15	Brc1ccc(OCc2nnc3n2CCC3)cc1	12%	5%	-13%	6%	4%	15%	-4%	-2%	-3%	0%	-2%
16	Cc1ccc(OC(=O)c2cccc(S(=O)(=O)N(C)C)c2)c(-n2nc3ccccc3n2)c1	?	4.6µM*	-2%	-17%	0%	-12%	4%	?	2.8µM*	-33%	3.5µM*
17	C=CCn1c(Cc2ccc(OC)cc2)nnc1SCc1nc2ccccc2c(=O)[nH]1	-21%	0%	-9%	4%	0%	12%	13%	2%	0%	?	-2%
18	COc1ccc(CNC(=O)COC(=O)C(CCSC)NC(=O)c2ccco2)cc1OC (stereo not drawn)	-13%	0%	.	.	.	?	.	5%	-4%	.	-3%
19	CC1(c2ccccc2)NC(=O)N(CC(=O)N2CCN(S(=O)(=O)c3ccccc3[N+](=O)[O-])CC2)C1=O (stereo not drawn)	-7%	-2%	22%	5%	-2%	1%	5%	-6%	6%	-14%	-4%
20	O=C(Nc1ccnn1C1CCN(CC2CC=CCC2)CC1)c1ccccc1Cl (stereo not drawn)	6%	1%	-4%	3%	20%	-9%	-4%	-7%	-2%	-1%	-1%
21	Cc1nc(-c2cccc(NC(=O)C3CCCCC3)c2)cs1	21%	-1%	-7%	?	14%	0%	-8%	-3%	1%	1%	0%
22	CS(=O)(=O)N1CCN(c2ccc(NC(=S)NC(=O)c3ccccc3[N+](=O)[O-])cc2)CC1	-18%	2%	12%	0%	-7%	-3%	?	6%	-2%	-26%	-4%
23	Cc1cc(C(=O)NNC(=O)COc2ccccc2Cl)n[nH]1	1%	1%	1%	-1%	3%	3%	-8%	2%	9%	-18%	0%
24	CN(Cc1ccc2nonc2c1)Cc1nc(Cc2cccc(F)c2)no1	3%	0%	?	-3%	-10%	1%	-15%	0%	12%	?	-2%
25	Nc1nonc1-n1nnc(C(=O)N/N=C/c2ccc(Cl)cc2Cl)c1CN1CCCC1	20%	0%	1%	0%	?	3%	-7%	6%	-10%	-3%	-1%

The list goes on:
Each structure is followed by: BRCA1 expr up | ELG1 genotoxic | MBNL1-CUG inh | FLuc counter | CXXC DNA block | uPA generation | Gal4-VP16 FLuc | p53 reactivator | Rab9 prom act | RORg inh | NPC1 promoter act
[26] CCOC(=O)c1nnn(-c2nonc2N)c1COc1ccc(F)cc1
  0% | -5% | -2% | 9% | -9% | . | 1% | -1% | 5% | 0% | -2%
[27] O=C(CSc1nc2ccccc2c(=O)n1Cc1ccccc1)NCc1ccco1
  2% | 1% | -2% | 1% | 25% | 0% | -3% | 1% | 1% | 9% | 0%
[28] O=C(O)C1CC(=O)N(c2ccc(F)c(F)c2)C1 (stereo not drawn)
  1% | 0% | -12% | 4% | -1% | -4% | -1%[0.365 µM] | 3% | -1% | -22% | 0%
[29] O=C1CC(c2ccccc2)CC(O)=C1C=NCc1ccncc1 (stereo not drawn)
  -29% | 0% | . | -8% | 0% | -2% | 0% | 3% | -3% | 13% | -6%
[30] Cc1cc(C(=O)N2CCN(c3ccccc3O)CC2)c(C)o1
  27% | 1% | . | 3% | . | -13% | . | 1% | 0% | . | -3%
[31] Cc1cccc2sc(N(CCCN(C)C)C(=O)CCc3ccccc3)nc12
  -60% | -2% | -4% | -1% | 6% | -4% | -5% | -26% | -11% | -30% | -2%
[32] Cc1cc(=O)n2nc(N3CCCC(C(=O)NCCC4=CCCCC4)C3)sc2n1 (stereo not drawn)
  5% | 0% | 1% | 4% | 9% | 0% | 3% | -2% | -2% | 0% | -1%
[33] COCCCN(C(=O)CCOc1ccc(C)cc1)c1c(N)n(Cc2ccccc2)c(=O)[nH]c1=O
  11% | -2% | . | 5% | . | -4% | . | 2% | 3% | . | -2%
[34] CC(=O)N(CCC(Cc1ccccc1)c1ccco1)Cc1ccco1 (stereo not drawn)
  1% | -5% | 1% | ? | 4% | -27% | -11% | 1% | -4% | ? | 1%
[35] CC(C)(C)n1nc(-c2ccc(F)cc2)c2c(N)ncnc21
  -38% | -11% | 0% | 1% | 15% | -9% | 0% | -10% | -4% | -37% | -1%

NPC1 promoter act: entries above that show a hit
no. | SMILES | CXXC DNA block | uPA generation | p53 reactivator | RORg inh | NPC1 promoter act
16 | Cc1ccc(OC(=O)c2cccc(S(=O)(=O)N(C)C)c2)c(-n2nc3ccccc3n2)c1 | 0% | -12% | ? | -33% | 3.5µM*

Grouped by structure: those above with bromine (two)
Each structure is followed by: BRCA1 expr up | ELG1 genotoxic | MBNL1-CUG inh | FLuc counter | CXXC DNA block | uPA generation | Gal4-VP16 FLuc | p53 reactivator | Rab9 prom act | RORg inh | NPC1 promoter act
[5] COc1ccc(C(=O)N2CCNC(=O)C2)cc1S(=O)(=O)Nc1ccc(Br)cc1
  8% | 1% | . | -1% | . | 3% | . | 5% | -1% | . | -5%
[15] Brc1ccc(OCc2nnc3n2CCC3)cc1
  12% | 5% | -13% | 6% | 4% | 15% | -4% | -2% | -3% | 0% | -2%

Not all compounds are listed; the hit share may differ from the screen's.
